ABHD5-PLIN5 inh = blocks binding of human ABHD5 to perilipin-5; Q00G26+Q8WTS1; Split G. princeps luciferase complementation, luminescence, 4 h; inhibition, % at 4 µM; 360,000 tested, 0.78% active; AID 602281;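 active = inhibition above the mean inhibition across every tested compound plus 3 SD, cut at about 22% in these data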;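 also: 0% = DMSO only wells and the 100% control is not disclosed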
ABCB6 inh MLPCN = human ABCB6 transporter inhibition | Q9NP58 | K562-ABCB6 porphyrin accumulation, flow cytometry, 1 h; active compounds read low | fluorescence ratio to DMSO, % at 10 µM | 360,000 tested, 0.19% active | AID 602162;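 active = fluorescence ratio to DMSO below 75%, the collection mean minus 3 SD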;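 also: signal is porphyrin accumulated inside mitochondria; 100% equals median channel fluorescence of DMSO control wells; lower ratio means ABCB6 inhibition with less porphyrin fluorescence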
Target sequence (Q9NP58 whole entry, looked up): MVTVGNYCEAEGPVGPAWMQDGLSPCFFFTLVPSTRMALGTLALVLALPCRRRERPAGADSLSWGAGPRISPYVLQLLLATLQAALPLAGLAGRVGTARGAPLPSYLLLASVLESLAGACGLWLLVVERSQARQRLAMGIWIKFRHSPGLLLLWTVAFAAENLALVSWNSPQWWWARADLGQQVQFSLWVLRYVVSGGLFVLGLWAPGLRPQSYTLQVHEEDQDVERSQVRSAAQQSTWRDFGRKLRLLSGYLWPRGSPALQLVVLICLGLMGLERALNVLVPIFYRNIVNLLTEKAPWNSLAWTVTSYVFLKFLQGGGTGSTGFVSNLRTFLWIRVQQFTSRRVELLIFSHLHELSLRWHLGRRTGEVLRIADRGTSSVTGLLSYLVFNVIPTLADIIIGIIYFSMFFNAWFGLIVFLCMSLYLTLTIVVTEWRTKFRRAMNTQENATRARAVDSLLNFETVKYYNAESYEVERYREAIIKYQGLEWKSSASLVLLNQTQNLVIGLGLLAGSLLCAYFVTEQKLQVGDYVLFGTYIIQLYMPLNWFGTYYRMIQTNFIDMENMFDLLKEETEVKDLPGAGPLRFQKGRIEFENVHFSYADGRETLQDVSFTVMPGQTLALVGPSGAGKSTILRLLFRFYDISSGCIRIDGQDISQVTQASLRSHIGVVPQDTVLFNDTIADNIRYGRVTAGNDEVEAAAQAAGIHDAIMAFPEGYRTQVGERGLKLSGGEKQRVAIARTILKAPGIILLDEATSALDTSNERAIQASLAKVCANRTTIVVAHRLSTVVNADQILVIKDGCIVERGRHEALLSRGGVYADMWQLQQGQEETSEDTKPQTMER
PDI turbidity = inhibitors of human protein disulfide isomerase; inhibition, % at 10 µM; PDI insulin aggregation turbidity, A650, 90 min; P07237; 350,000 tested, 0.052% active;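 active = mean inhibition across replicates of 30% or more, whatever share of single replicates reach that level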;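 also: absorbance from insulin aggregation driven by PDI reduction with DTT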
Exocytosis inh = lytic granule exocytosis inhibition; inhibition, % at 10 µM; 360,000 tested, 0.66% active; AID 651702; TALL-104 LAMP-1 surface exposure, flow cytometry; cells stimulated with thapsigargin and PMA;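 active = inhibition above about 55%, limit read from the data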
Cardio protect = protects H9c2 cardiomyocytes from peroxide injury; AID 588492; 360,000 tested, 0.63% active; protection from H2O2 cell death, % at 20 µM; H2O2 injury protection, ATPLite, 2 h;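 active = compounds giving at least 50% protection of heart cells from peroxide-induced death in the single-dose screen, raw or plate-pattern-corrected value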;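 also: 0% = DMSO wells with peroxide and 100% = DMSO wells without peroxide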
MC4R antagonist = antagonists of human melanocortin 4 receptor (MC4R). MC4R-expressing cells, MTII-stimulated cAMP, LANCE TR-FRET. inhibition, % at 6.5 µM. 360,000 tested, 0.48% active;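 active = inhibition above its plate's cutoff, the mean of tested wells on that plate plus 3 SD, cut at about 29% in these data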;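 also: 0% = Melanotan II alone and 100% = Melanotan II plus saturating MCL0020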
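Assay system: U2OS-MC4R stable cell line; Also added: Melanotan II; Technique: Eu-cAMP/anti-cAMP TR-FRET, emission 671 nm; Times: 30-min compound, 1-h challenge, 1-h detection, room temperature.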
N-glyco inh = N-linked glycosylation inhibition | D54 ERlucT glycosylation luciferase reporter, 24 h; percent of 100 nM tunicamycin response | reporter increase, % at 12.5 µM | 360,000 tested, 0.23% active;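 active = mean luciferase reporter signal, scaled so untreated is 0 and the glycosylation-blocking control 100, at or above a set limit in every replicate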;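 also: luciferase carries N-glycosylation sites so blocking glycosylation raises the light; 0% = median of neutral control wells and 100% = median of 100 nM tunicamycin wells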
HTR2A ag = mouse HTR2A agonism via beta-arrestin recruitment; P35363; CHO-K1 mHTR2A beta-arrestin complementation, luminescence; percent of 30 µM serotonin response; activation, % at 7.6 µM; 360,000 tested, 0.66% active; AID 624169;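 active = activation above a run cutoff, the mean activation of all tested compounds plus 3 SD, cut at about 14% in these data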;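 also: 0% = plate median of compound wells and 100% = 30 µM serotonin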
MC4R barr agon = activates human MC4R beta-arrestin recruitment; P32245; U2OS MC4R beta-arrestin complementation, luminescence; percent of melanotan II response, DMSO zero; activation, % at 8.9 µM; 360,000 tested, 0.98% active; AID 540308;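 active = activation above a per-plate cutoff, the mean activation of sample wells on that plate plus 3 SD, cut at about 8% in these data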
CaV13 FRET inh = Primary screen for inhibitors of IQ motif and Ca2+-dependent inactivation inhibitor domain binding in CACNA1D, Förster resonance energy transfer in living cells, …; inhibition, % at 12.3 µM; HEK cells, CFP/YFP FRET ICDI-IQ, plate reader, 10 min; percent FRET-ratio fall versus neutral wells; 340,000 tested, 0.098% active;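 active = mean replicate inhibition of at least 30% and at least 1% of replicates passing that level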;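 also: 0% = median of the neutral control wells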
Starred values were filed as active, the others as inactive; nt = no result given. Hits appear at their usual frequency. About 4.2% of those tested had a hit in this group.

Order of results: ABHD5-PLIN5 inh | ABCB6 inh MLPCN | PDI turbidity | Exocytosis inh | Cardio protect | MC4R antagonist | N-glyco inh | HTR2A ag | MC4R barr agon | CaV13 FRET inh
- Cn1cnnc1Sc1ccc(C(=O)NCCC(c2ccccc2)c2ccccc2)cc1[N+](=O)[O-]
 : 6 | 98 | 10 | 4 | -2 | 5 | 1 | -6 | -5.2 | -5
- O=C(Nc1ccc(F)cc1)N1CCC(c2nc3c(nnn3Cc3cccc(Cl)c3)c(=O)[nH]2)CC1
 : 11 | 103 | 4 | -3 | 6 | -4 | 12 | 1 | -0.9 | -8
- CC(C)(C)Nc1nc(Cl)nc(NC(C)(C)C)n1
 : 0 | 100 | -7 | -3 | -4 | 4 | 0 | 3 | 1.5 | -6
- CCOc1cc(/C=N/NC(=O)c2ccccc2-n2cccc2)ccc1O
 : -4 | 90 | 5 | -2 | 6 | -14 | 9 | -10 | -3.2 | -6
- CCOc1ccccc1C(=O)n1nc2nc(C)cc(C)c2c1N
 : -4 | 95 | 2 | -2 | 4 | -2 | -1 | 0 | -1.6 | -7
- COc1ccc(CNC(=O)c2cc(C3CC3)nc3c2cnn3C(C)C)cc1
 : -10 | 100 | -11 | 1 | 2 | 2 | 1 | -4 | -0.9 | -5
- Oc1ccc(/C(Cc2ccccn2)=N\Nc2ccccc2)c(O)c1
 : 0 | 103 | 1 | 0 | -11 | 5 | -1 | -2 | 2.3 | 2
- COc1ccc(N2CCN(C3CCCN(C(=O)CN4CCCC4=O)C3)CC2)cc1 (centres undefined)
 : 6 | 97 | 7 | -2 | -2 | -2 | 3 | 2 | -1.7 | -2
- O=C(NC1CCCCC1)C1CC(=O)N(CCc2ccccc2)C1 (centres undefined)
 : -6 | 99 | 0 | 1 | -1 | 22 | 1 | 6 | -1.6 | -8
- CC(=O)c1c(C)[nH]c(C(=O)CSc2nc3ccccc3c(=O)n2CCCN2CCOCC2)c1C
 : -11 | 97 | -3 | -10 | 31 | 4 | 1 | 0 | -1.1 | -4
- Cc1ccc(C(=O)N2CCC3(CC2)Oc2ccc(Cl)cc2C(=O)C32CC(c3ccc(Cl)cc3)=NO2)s1 (centres undefined)
 : -2 | 95 | -28 | 2 | -2 | -1 | -1 | 4 | -1.1 | -3
- Cc1ccc(N2C(=O)c3ccccc3C2=O)nc1
 : -10 | 100 | 6 | -5 | 8 | 3 | 3 | 5 | -1.4 | -3
- Cn1cccc1C(=O)OCC(=O)NCc1ccc2c(c1)OCO2
 : -1 | 104 | -4 | 1 | 4 | 5 | 1 | 10 | -0.6 | -2
- Cc1n[nH]c(C)c1Sc1ccccc1[N+](=O)[O-]
 : 11 | 104 | -8 | 3 | -7 | -6 | 1 | -2 | -1.9 | -2
- CCN(C(=O)COc1ccc2ccc(=O)oc2c1)C1CCCCC1
 : -3 | 96 | 0 | -4 | 2 | 8 | -1 | 3 | -0.2 | -6
- O=C(NCc1ccccc1)C1c2ccccc2OCC(=O)N1CC(F)(F)F (centres undefined)
 : 1 | 96 | nt | -3 | nt | nt | nt | 1 | nt | -2
- C=CCn1c(-c2ccccc2)n[nH]c1=S
 : -8 | 88 | 2 | -2 | 3 | 1 | 3 | -3 | -4.2 | nt
- C=CCNC(=O)NC(=O)COC(=O)c1ccccc1Sc1ccc(C(F)(F)F)cc1[N+](=O)[O-]
 : 3 | 102 | 0 | 8 | -17 | 13 | 0 | -3 | 6.0 | 3
- CN(C)c1ccc(C2CC(=O)NC3=C2C(=O)CC(C)(C)C3)cc1 (centres undefined)
 : 2 | 85 | 4 | -2 | 1 | -5 | 1 | 2 | -0.1 | -9
- CC(Sc1nnc2n1CCCCC2)C(=O)Nc1ccc(S(N)(=O)=O)cc1 (centres undefined)
 : -1 | 97 | 6 | -1 | 7 | 14 | -2 | -3 | -0.7 | -2
- COc1ccc(CCNC(=O)CCN2C(=O)COc3ccccc32)cc1OC
 : 6 | 96 | 4 | 4 | -2 | -3 | 2 | -4 | -0.7 | -10
- CC(=Nc1cc(C(=O)c2ccccc2)ccc1N)C1=C(O)CC(C)(C)CC1=O
 : 7 | 100 | 5 | 2 | -5 | 6 | -2 | -4 | 0.7 | -5
- COc1ccc(Sc2nc(-c3ccccn3)ncc2OC)cc1
 : -8 | 100 | -3 | 1 | -12 | 6 | 1 | -5 | 0.7 | 4
- COc1ccc(Nc2cc(Nc3cccc(OC)c3)ncn2)cc1
 : 0 | 93 | 5 | 20 | 0 | -5 | -4 | -11 | -2.2 | -13
- O=C(O)Cc1ccc(NC(=O)Cc2ccc3ccccc3c2)cc1
 : 1 | 99 | 7 | -3 | -4 | 9 | 0 | -1 | -0.1 | 0
- OC(c1cccc(Cl)c1)c1ncc(-c2cccc3ccccc23)[nH]1 (centres undefined)
 : -5 | 95 | 7 | 1 | -8 | -3 | 1 | 1 | 0.9 | -5
- COc1ccc(C2CCCN2C(=O)Nc2cccc(C(C)=O)c2)cc1OC (centres undefined)
 : -1 | 92 | 2 | -2 | 4 | 8 | 3 | -1 | -0.3 | nt
- CN(Cc1ccccc1)C(=O)c1ccc(NC(=O)Cc2cccc(NC(=O)C3CCN(C(=O)C4CCC4)CC3)c2)cc1
 : 7 | 100 | -2 | -1 | -3 | 22 | 3 | -5 | -0.9 | -4
- CN(CCOc1ccccc1)CC(=O)Nc1ccc([N+](=O)[O-])cc1Cl
 : 4 | 98 | 4 | 73* | -2 | -6 | 0 | -4 | -1.7 | -17
- Cn1c(CCN2CCCC2)nc2cc(NS(=O)(=O)c3ccc(Cl)cc3)ccc21
 : 27* | 94 | 8 | 1 | -1 | 16 | -11 | -13 | -0.6 | -4
- CCN1CCN(C(c2cccs2)C(C)NC(=S)Nc2cccc(C)c2C)CC1 (centres undefined)
 : -9 | 101 | -2 | -2 | 4 | 3 | -6 | -10 | -2.1 | -4
- CCn1c(=O)cc(OCC(=O)NCCc2cccc(C)c2)c2ccccc21
 : -1 | 105 | 6 | 0 | 2 | 11 | 6 | -3 | -1.2 | -6
- COc1ccc(-c2nnc(N(C)C(=O)C3CCOC3)s2)cc1 (centres undefined)
 : -6 | 100 | -3 | 6 | 4 | -3 | -4 | 2 | -1.7 | -4
- COc1cccc2oc(CCc3ccccc3)cc(=O)c12
 : 8 | 95 | -10 | -4 | 11 | 1 | 1 | 7 | 1.1 | -9
- Cc1nc(SCC(C)C)[nH]c(=O)c1Cc1ccccc1
 : -3 | 106 | -2 | -2 | -8 | 12 | 1 | 2 | 3.7 | nt
- Cc1cc(Nc2ccccc2F)n2ncnc2n1
 : 10 | 94 | nt | -1 | -2 | 5 | 2 | -3 | -2.6 | -4
- CCOC(=O)c1c(N2C(=O)Nc3ccccc3N2O)sc2c1CCCC2
 : 5 | 89 | 2 | 1 | 0 | -6 | 0 | -1 | 1.0 | -2
- CN(C)C(CNC(C(=O)Nc1ccc(F)cc1)c1ccccc1)c1ccccc1 (centres undefined)
 : 5 | 99 | -1 | 20 | 6 | 2 | -3 | 0 | 1.6 | -3
- COc1ccccc1N1C(=O)C2CC(C)=C(C)CC2C1=O (centres undefined)
 : -3 | 97 | -1 | -1 | 3 | 5 | 1 | -3 | -1.6 | nt
- COc1cc(C)c(Cl)cc1S(=O)(=O)NCC1CCCO1 (centres undefined)
 : -2 | 94 | -12 | 0 | -1 | 3 | 2 | 0 | -0.9 | nt
- COc1ccc(OC)c(C(=O)c2ccc(C(=O)O)cc2)c1
 : -4 | 89 | -2 | -2 | 2 | -2 | 2 | 6 | -1.3 | -8
- COc1ccc(NS(=O)(=O)c2ccc3c(c2)CCO3)cc1
 : 6 | 102 | 5 | -4 | -4 | 11 | -1 | -3 | 0.8 | 1
- Cc1c(C(=O)Cc2ccccc2)n(C)c2ccccc12
 : -10 | 95 | 11 | -1 | -2 | -1 | -1 | -5 | 1.5 | -2
- O=C(/C=C/c1ccc(F)cc1)NCCNC(=O)/C=C/c1ccc(F)cc1
 : 4 | 99 | 18 | -1 | -2 | -9 | 1 | 2 | 0.2 | -5
- COC(=O)c1ccc(NC(=O)CN2CCN(c3ccc(Cl)cc3)CC2)cc1
 : -5 | 96 | 5 | 0 | 1 | 8 | 2 | -3 | 1.0 | -1
- Cc1ccc2nc(C)cc(C(=O)N3CCCC(CO)(Cc4ccccc4C)C3)c2c1 (centres undefined)
 : -12 | 92 | 3 | -3 | 3 | 9 | 2 | 2 | -2.1 | -5
- Cc1oc2cc([N+](=O)[O-])c(O)c([N+](=O)[O-])c2c1C(=O)c1ccc(Br)cc1
 : 0 | 100 | 10 | 3 | -8 | 11 | 2 | -3 | -3.1 | -7
- Cc1ccc(S(=O)(=O)Nc2cc(C(=O)N3CCOCC3)ccc2N2CCCCC2)cc1
 : -3 | 102 | 0 | -1 | 3 | -6 | -2 | 0 | -0.9 | nt
- Cc1ccc(Cl)cc1-n1c(=O)cc(N2CCN(C(=O)c3ccco3)CC2)[nH]c1=O
 : 23* | 94 | 7 | -3 | 8 | 12 | 1 | 10 | 0.1 | -10
- COc1c2occc2c(OC)c2c(=O)cc(C(F)(F)F)oc12
 : -1 | 102 | -2 | -1 | 1 | 6 | 2 | 3 | -1.3 | 1

The listing continues.
Order of results: ABHD5-PLIN5 inh | ABCB6 inh MLPCN | PDI turbidity | Exocytosis inh | Cardio protect | MC4R antagonist | N-glyco inh | HTR2A ag | MC4R barr agon | CaV13 FRET inh
- CC(=O)Nc1cccc(Oc2nc(NCCN(C)C)nc3ccsc23)c1
 : 8 | 100 | 4 | -2 | 1 | 7 | -1 | 3 | -0.9 | -6
- O=C(Nc1ccc(NC(=O)c2ccco2)c(Cl)c1)c1ccc2c(c1)OCCO2
 : -2 | 95 | -4 | 3 | -8 | 10 | -4 | 4 | 6.1 | 12
- Cc1cccc(SC2CCN(C(=O)C3CCC(=O)N(C4CC4)C3)CC2)c1 (centres undefined)
 : 3 | 100 | 1 | 0 | 1 | -4 | -2 | -1 | 0.6 | -2
- O=C(CN1CCN(Cc2ccccc2)CC1)Nc1ccc(N2CCOCC2)cc1
 : 4 | 97 | 1 | 1 | -4 | 15 | 1 | 0 | -1.7 | -10
- C[C@@H](C(=O)CC(=O)OC(C)(C)C)[C@@H](O)c1ccccc1
 : 5 | 93 | -2 | -7 | 3 | 2 | 2 | 6 | -0.2 | -3
- CCOC(=O)c1ccc(NC(=O)COc2ccc(S(=O)(=O)N3CCCC3)cc2)cc1
 : 0 | 81 | 0 | 0 | -5 | 3 | -1 | -4 | 0.1 | -8
- CCc1nc2ccc(C(=O)Nc3ccc(OC)c(OC)c3)cn2c1N(CCC(C)C)CCN(C)C
 : -5 | 98 | 3 | 6 | -9 | 1 | -1 | -6 | -2.3 | -4
- COC(=O)C(C(=O)OC)c1ccc(-n2cccc2)cc1
 : 2 | 97 | -3 | -4 | 7 | 3 | 1 | 0 | -0.2 | 3
- COc1ccc2ccccc2c1CN1CCCC(CO)C1 (centres undefined)
 : -3 | 90 | 6 | -2 | 4 | 1 | 2 | -2 | -1.1 | -6
- c1csc(CNc2nc(NCC3CCCCC3)c3sccc3n2)c1
 : 2 | 92 | -18 | -1 | -25 | 6 | -6 | -6 | -0.6 | -12
